# Compound activity (PubChem)
# Diaph act CS – diaphorase activation or chemical reduction counter-screen; Diaphorase/resazurin coupled assay, resorufin fluorescence, 16 min; active compounds read high; 1 = vehicle wells, 0 = NADH-free wells; 190,000 tested, 0.005% active; activation factor at 20 µM;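 active = diaphorase activity raised at least twofold by the compound at 20 µM; inactive = activation factor below 2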
#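 Material: purified diaphorase enzyme from Clostridium kluyveri / Medium: HEPES pH 7.4 buffer with MgCl2 and Tween 20 / Schedule: enzyme reaction of 16 min at room temperature / Measured by: resorufin fluorescence, excitation 544 nm, emission 590 nm / Evaluation: rise in resorufin formation, marking diaphorase activation or chemical reduction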
# G6PDH CS – inhibits Leuconostoc G6PDH, flagging false hits in G6PDH-based assays. inhibition, % at 5 µM. 200,000 tested, 0.12% active. AID 1020. Purified L. mesenteroides G6PDH, diaphorase/resazurin coupled fluorescence, 45 min; in the data active = inhibition above about 50%
# NF-kB neuron act – compounds increasing NF-kB expression in human neuronal cells; NF-kB reporter expression; active compounds read high; 190,000 tested, 1.6% active; fold change at 12.5 µM; in the data active = fold change above about 3.3
# TLR4 MyD88 comp – TLR4-MyD88 interaction inhibition in cells. O00206+Q99836. HeLa CL3-4 TLR4/MyD88 BLA complementation, FRET ratio. inhibition, % at 8.4 µM. 200,000 tested, 0.18% active; in the data active = inhibition above about 25%;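 also: 0% = vehicle and 100% = reference inhibitor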
# Target sequence (O00206 whole entry, looked up): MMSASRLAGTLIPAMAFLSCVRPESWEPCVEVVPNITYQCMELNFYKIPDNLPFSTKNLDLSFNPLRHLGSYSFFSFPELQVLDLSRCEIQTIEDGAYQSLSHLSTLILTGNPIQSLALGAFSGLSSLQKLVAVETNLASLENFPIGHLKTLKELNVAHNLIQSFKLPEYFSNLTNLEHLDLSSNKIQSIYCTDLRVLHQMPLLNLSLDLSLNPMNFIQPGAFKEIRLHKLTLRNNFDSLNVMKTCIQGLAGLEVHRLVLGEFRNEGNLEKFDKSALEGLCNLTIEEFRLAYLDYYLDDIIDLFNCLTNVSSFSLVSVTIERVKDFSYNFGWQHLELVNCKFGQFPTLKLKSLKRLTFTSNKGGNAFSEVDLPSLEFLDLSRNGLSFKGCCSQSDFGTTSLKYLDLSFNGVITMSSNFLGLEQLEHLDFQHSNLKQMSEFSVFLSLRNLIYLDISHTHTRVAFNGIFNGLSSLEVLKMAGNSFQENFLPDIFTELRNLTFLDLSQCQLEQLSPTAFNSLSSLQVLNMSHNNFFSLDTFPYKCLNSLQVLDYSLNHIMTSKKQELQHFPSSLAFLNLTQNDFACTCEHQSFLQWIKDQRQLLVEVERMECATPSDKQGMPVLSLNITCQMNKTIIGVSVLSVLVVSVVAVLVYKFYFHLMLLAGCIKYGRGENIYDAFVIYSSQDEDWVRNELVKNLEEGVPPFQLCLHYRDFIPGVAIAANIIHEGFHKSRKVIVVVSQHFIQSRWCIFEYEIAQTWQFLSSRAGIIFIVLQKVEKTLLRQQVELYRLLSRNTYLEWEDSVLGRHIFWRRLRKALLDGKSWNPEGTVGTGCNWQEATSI
# Target sequence (Q99836 whole entry, looked up): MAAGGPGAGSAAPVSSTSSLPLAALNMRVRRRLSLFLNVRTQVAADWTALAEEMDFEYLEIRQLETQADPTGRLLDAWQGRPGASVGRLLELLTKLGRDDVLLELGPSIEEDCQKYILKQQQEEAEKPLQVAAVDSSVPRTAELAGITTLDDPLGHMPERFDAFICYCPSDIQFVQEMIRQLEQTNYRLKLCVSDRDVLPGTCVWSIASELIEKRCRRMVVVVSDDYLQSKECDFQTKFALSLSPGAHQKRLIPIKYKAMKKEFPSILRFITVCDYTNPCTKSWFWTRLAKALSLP
# STAT1 act – activators of IFN-gamma induced STAT1 signaling; activation (% of control), % at 5.5 µM; AID 932; 200,000 tested, 2.6% active; NIH 3T3 STAT1-luciferase reporter, luminescence; 100% = IFN-gamma alone, no compound;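 active = activation above the screen-wide mean activation plus 3 SD, cut at about 130% in these data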;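 also: raw ratio to IFN-gamma control signal so 100% means no change and 0% no light; values of inactives mirror those of a sister screen read the other way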
# Diaph inh CS – counter-screen for diaphorase-based assays: diaphorase inhibitors and chemical oxidizers. diaphorase resazurin-to-resorufin fluorescence, NADH, 16 min; bacterial (C. kluyveri) enzyme, not human. inhibition, % at 20 µM. 190,000 tested, 0.69% active. AID 1217;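 active = primary screen inhibition at 20 µM above a set limit, cut at about 50% in these data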;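 also: plate controls were DMSO with full reaction for no effect and wells lacking NADH for full effect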
#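 Assay system – diaphorase enzyme from Clostridium kluyveri · Amount – diaphorase 0.14 U/mL (working solution) · Times – reaction incubation of 16 min at room temperature · Controls – No-NADH positive control and DMSO neutral control · Signal – resorufin fluorescence 544/590 nm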
# APP 5'UTR act – activates APP 5'UTR luciferase reporter; SH-SY5Y APP 5'UTR luciferase reporter, luminescence; zero percent = DMSO vehicle wells; activation, % at 2 µM; 190,000 tested, 1% active;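 active = activation above a set limit, based on mean plus 3 SD of controls, cut at about 140% in these data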; also: values of inactives mirror those of a sister screen read the other way
# APP 5UTR inh – APP translation inhibition; SH-SY5Y APP 5'UTR-luciferase reporter, luminescence; inhibition, % at 2 µM; 190,000 tested, 0.82% active; AID 1285;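 active = inhibition above a set limit, derived from the sample mean plus 3 SD, cut at about 45% in these data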; also: values of inactives mirror those of a sister screen read the other way
# FLuc inh counter – counter-screen for luciferase assay inhibitors: firefly luciferase inhibition | 200,000 tested, 1.5% active | ATPLite firefly luciferase biochemical luminescence, 10 min | P08659 | inhibition, % at 10 µM;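 active = inhibition above about 50% when tested at 10 µM, limit read from the data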
# FLuc act counter – affects firefly luciferase, flagging false hits in luciferase stimulation screens; P08659; ATPlite luciferase biochemical, luminescence, 10 min; 0 = ATP-free wells, 1 = DMSO control; activation factor at 10 µM; 200,000 tested, under 10 active;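 active = luciferase activation factor, scaled between plate controls, of at least 2 with compound at 10 µM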
#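 Assay system: Luciferase/luciferin detection reagent, cell-free biochemical luciferase assay / Read-out: luciferase activation / Benchmarks: No-ATP low control, compound-free enzyme-plus-ATP high control / Medium: PBS buffer for ATP / Detection: luminescence measurement of luciferase light output / Schedule: 10 min at ambient temperature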
# The depositor's hits bear a star; x = not tested or not shown.
SMILES,Diaph act CS,G6PDH CS,NF-kB neuron act,TLR4 MyD88 comp,STAT1 act,Diaph inh CS,APP 5'UTR act,APP 5UTR inh,FLuc inh counter,FLuc act counter
CCOC(=O)Oc1ccc(C(=O)OCCCN(C)C)cc1OC,1,19,1,-18,95,0,23,-23,-3,1
CC(=O)N1CCCN(Cc2cn(-c3ccc(C)cc3)nc2-c2ccc(F)cc2)CC1,0.9,22,1.1,3,87,5,11,-12,-4,1
CC1CCN(C(c2ccc(N(C)C)cc2)c2nnnn2C(C)(C)C)CC1 (centres undefined),0.9,12,0.94,-5,105,10,7,-7,-1,1
COc1ccc(/C=N/NC(=O)C(=O)NCc2cccnc2)cc1OC,0.9,-11,1.1,4,108,9,16,-16,-2,1
CC(=O)NC(C)C12CC3CC(CC(C(=O)O)(C3)C1)C2 (centres undefined),0.9,-1,1.1,3,99,9,-1,1,-3,1
COc1ccc2c(c1)sc(N)[n+]2Cc1cc(C)cc2cccnc12,0.8,-28,1.8,21,93,18,-95,95*,0,1
CCc1ccccc1NC(=O)CC1S/C(=N\c2nccs2)N(CC)C1=O (centres undefined),0.7,4,0.95,14,92,31,-24,24,-4,1
Cc1ccc(-c2[nH]ncc2/C=C(\C#N)C(=O)NC2CCCCC2)cc1,1.1,4,1,5,107,-10,27,-27,-9,1.1
COc1ccc(-c2csc(/C(C#N)=C/Nc3cc4oc5ccccc5c4cc3OC)n2)cc1,0.8,8,0.92,-6,104,15,-12,12,-1,1
Cc1cc2cc(CNC(=S)Nc3ccc(OC(F)F)cc3)ccc2n1C,1,3,0.81,-7,96,2,6,-6,0,1
c1ccc(-c2noc(COc3ccc4c(c3)OCO4)n2)cc1,1,-2,4.1*,-2,125,2,100,-100,14,0.9
CS(=O)(=O)N1CCN(c2ccc(C(=O)N3CCOCC3)cc2[N+](=O)[O-])CC1,1,4,1.2,3,98,-2,5,-5,-7,1.1
CCc1cccc(CC)c1NC(=O)CCCSc1nc2ccccc2s1,0.8,4,0.96,-24,101,16,-17,16,0,1
COc1ccc(CC(=O)NNC(=O)COc2ccc3ccccc3c2)cc1,1,-2,1.2,-9,93,-2,5,-5,-2,1
CCCc1nc(SCC(=O)N2CCN(c3ccccc3)CC2)c2c(=O)n(C)c(=O)n(C)c2n1,0.6,9,0.42,0,102,40,37,-37,-3,1
C=CCN(CC=C)S(=O)(=O)c1ccc2nsnc2c1,0.9,0,1.1,-3,109,8,17,-17,-7,1.1
COc1cccc(N(CC(=O)NCc2cccnc2)S(C)(=O)=O)c1,0.9,4,0.94,-5,102,13,9,-9,0,1
CCN(C)Cc1c(C(=O)N2CCc3ccccc3C2)nc2ccc(Cl)cn12,0.9,2,1.1,-1,93,13,-4,4,-6,1.1
Cc1cccc(-n2c(SCC(=O)NC3CCCC3)nnc2-c2ccoc2C)c1,0.9,-6,1.2,18,89,12,-5,5,-4,1
CC(C)C(=O)Nc1ccc(C(=O)NC2CCSC2=O)cc1 (centres undefined),1,-5,1.2,2,107,-2,-9,9,-1,1
CC1=C(C#N)C2(O)C(=O)c3ccccc3C2(O)N1 (centres undefined),0.9,6,0.94,-8,98,9,2,-2,-7,1.1
COc1ccc(-c2cc(=O)c3ccccc3s2)cc1,0.7,0,5.6*,-3,179*,26,134,-134,67*,0.3
Cc1ccccc1N=C1NN=C(c2ccccc2F)CS1,0.9,-12,1.4,-4,126,11,116,-116,5,0.9
COc1ccc(-c2cc(=O)[nH]c(=O)[nH]2)cc1,0.9,3,1.1,-6,103,9,8,-8,-8,1.1
CCOC(=O)c1c(NC(=O)CSc2nncs2)sc(C)c1-c1ccccc1,0.9,-2,0.9,-4,93,12,15,-15,-3,1
# Other entries follow.
SMILES,Diaph act CS,G6PDH CS,NF-kB neuron act,TLR4 MyD88 comp,STAT1 act,Diaph inh CS,APP 5'UTR act,APP 5UTR inh,FLuc inh counter,FLuc act counter
CCOC(=O)/C(C#N)=C/c1ccc(N2CCCCC2)cc1,0.6,11,3.4*,11,155*,44,24,-24,27,0.7
CC1CCN(C(=O)C(Cc2ccccc2)n2cccc2)CC1 (centres undefined),0.9,-15,0.86,9,94,10,-4,4,-6,1.1
COc1cccc(CC(=O)Nc2nc3ccccc3[nH]2)c1,1.1,9,1.3,-4,109,-9,4,-4,-2,1
Cc1cc(=O)c2ccc(Cl)cc2[nH]1,0.9,13,1.1,-13,106,9,7,-7,-7,1.1
COc1ccc(CCN(Cc2ccc(C(C)C)cc2)S(=O)(=O)c2ccc(S(=O)(=O)N(C)C)cc2)cc1OC,1,-7,1.2,-9,100,0,-20,20,-6,1.1
CCn1c(SCC(=O)Nc2ccc3c(c2)OCO3)nc2c1c(=O)n(C)c(=O)n2C,0.9,8,0.63,-3,97,11,-2,2,-5,1
CCOC(=O)c1cc(CC)sc1NC(=O)c1ccc([N+](=O)[O-])c(N2CCOCC2)c1,1,14,1.2,2,108,-3,-10,10,-4,1
CCn1c(CNC(=O)c2ccccc2F)nnc1SCCOc1ccccc1,0.9,2,0.89,5,97,8,1,-1,-6,1.1
O=C(c1cccc(Br)c1)N1CCN(C(=O)c2cccc(Br)c2)CC1,0.9,2,1,1,96,7,15,-15,-4,1
COC(=O)C1=C(NC(=O)COc2ccc3ccccc3c2)CCS1,0.7,-27,1.4,0,102,26,4,-4,-1,1
COc1cccc(CN2CCN(C(=O)Nc3ccc([N+](=O)[O-])cc3)CC2)c1,0.9,4,1.1,-18,85,8,3,-3,2,1
CCCCN(C)C(=O)C1CCC(=O)N(c2cc(OC)c(OC)c(OC)c2)C1c1ccc(OC)cc1 (centres undefined),1,5,0.96,-16,98,1,4,-4,-10,1.1
CCCCSc1nnc2c(n1)[nH]c1ccccc12,0.9,-5,2.3,-22,140*,12,30,-30,16,0.8
O=[N+]([O-])c1ccc(O)c(/C=N/n2cnc3ccccc32)c1,0.9,-12,0.74,12,106,8,99,-99,2,1
CCCOc1ccc(/C=N/NC(=O)C2CCCN2S(=O)(=O)c2ccc(Cl)cc2)cc1 (centres undefined),0.8,0,1.1,-15,102,23,6,-6,-2,1
CC(=O)CCN1CCOCC1,0.9,5,1.5,6,97,11,-9,9,4,1
OCCN1CCN(C(c2cccs2)c2ccc3cccnc3c2O)CC1 (centres undefined),0.7,15,2.1,5,92,32,-18,18,-7,1.1
O=C(NCCC1=CCCCC1)Nc1ccc2nsnc2c1,x,15,6.4*,-2,133*,x,165*,-165,46,0.5
CC(=O)c1c(N2CCC(C(N)=O)CC2)nc(=S)n(-c2ccccc2)c1C,0.7,3,1.2,-9,99,25,-20,20,-10,1.1
Nc1cc(=O)[nH]c(SCC(=O)Nc2ccc(S(=O)(=O)N3CCCCC3)cc2)n1,0.8,5,1.1,2,99,22,4,-4,-3,1
CCN(CC(O)Cn1c2ccccc2c2ccccc21)S(=O)(=O)c1ccc(F)cc1 (centres undefined),0.7,1,0.79,16,103,26,9,-9,-4,1
CC(=O)c1ccc(N2CCN(C(=S)Nc3cccc(Cl)c3)CC2)cc1,1,1,0.9,6,88,3,-8,8,-7,1.1
O=[N+]([O-])c1cccc(CN(CCO)Cc2ccccc2)c1,0.9,6,1.1,5,95,7,2,-2,-1,1
CCn1c(Cc2ccccc2)nnc1SCC(=O)OC(C)C,1,13,1.3,-1,109,0,3,-3,-6,1.1
CC(N)C12CC3CC(C1)CC(C(C)N)(C3)C2 (centres undefined),1,2,1.2,8,96,3,-1,1,-3,1
# Remaining list, next part:
SMILES,Diaph act CS,G6PDH CS,NF-kB neuron act,TLR4 MyD88 comp,STAT1 act,Diaph inh CS,APP 5'UTR act,APP 5UTR inh,FLuc inh counter,FLuc act counter
CC(C)(C)SCCNC(=O)Nc1ccccc1,0.9,0,1.4,-4,104,10,18,-18,16,0.8
CCN(CC)C(=O)C1CC(=O)OC12CCCCC2 (centres undefined),0.9,3,0.46,6,97,11,10,-10,-2,1
CCOC(=O)c1sc(NC(=O)COC(=O)CNC(=O)C2CCCCC2)c(C(=O)OCC)c1C,0.9,-31,0.99,-2,101,5,16,-16,-9,1.1
CC1CCCCC1NC(=O)CN1CCC(O)(c2ccc(F)cc2)CC1 (centres undefined),0.9,8,1,9,104,10,13,-13,0,1
Cc1cccc(N2CCN(C(=O)Cn3ccc4ccccc4c3=O)CC2)c1C,0.8,-39,0.81,2,91,18,1,-1,-3,1
CC(C)Cn1c(=O)c(C2=NS(=O)(=O)c3ccccc3N2)c(O)c2ccccc21,x,x,x,-5,95,x,0,0,x,x
CCOc1ccccc1NC(=O)N1CCCC1C(=O)Nc1ccc(-n2cnnn2)c(C)c1 (centres undefined),1,22,1.1,8,102,2,0,0,2,1
O=C(COC(=O)CCc1nc2ccccc2s1)NC(=O)NCc1ccco1,1,6,1.1,5,107,1,-1,1,-1,1
O=C(COc1cccc2cccnc12)N/N=C1\SCC(=O)N1Cc1ccco1,0.8,3,1.5,3,90,23,2,-2,-5,1.1
COC(=O)/C=C1/S/C(=N/NC(=O)c2ccccc2)NC1=O,1,7,1,-14,102,4,-5,5,3,1
S=C(NCc1ccccc1)N1CCn2cccc2C1c1cccnc1 (centres undefined),0.9,3,1.1,-10,102,12,-1,1,-2,1
Cc1ccc(S(=O)(=O)C2(C(=O)Nc3cccnc3)CC2)cc1,0.9,-10,1.2,-2,109,8,-13,13,-2,1
CCOC(=O)c1cnc(SCC(=O)OC)nc1N,1.3,14,1,-2,102,-29,11,-11,-1,1
NS(=O)(=O)c1ccc(N/C=C\C(=O)c2ccc(F)cc2)cc1,0.9,-4,3.2,-3,156*,8,126,-126,12,0.9
Cc1cc(Cl)ccc1C(=O)C1CCCN(C(=O)c2ccc3ncccc3c2)C1 (centres undefined),0.9,9,1.2,7,94,8,-7,7,-4,1
CCOc1ccccc1CN1CCC(CO)(CCOc2ccccc2)CC1,x,16,0.87,5,94,x,1,0,0,1
CN=C1S/C(=C\c2cn(CC(=O)OC)c3ccccc23)C(=O)N1C,0.8,0,1,-5,109,24,-4,4,-2,1
Cc1ccc(Cl)c(OCCCCN(C)Cc2ccccc2)c1,0.8,-2,0.97,9,107,21,6,-6,-5,1

# Individual results from the list.
# Value for Cc1cccc(N2CCN(C(=O)Cn3ccc4ccccc4c3=O)CC2)c1C under Diaph act CS: 0.8
# Value for O=C(COc1cccc2cccnc12)N/N=C1\SCC(=O)N1Cc1ccco1 under TLR4 MyD88 comp: 3

# Quoted from the entries so far for reference:
SMILES,Diaph act CS,G6PDH CS,NF-kB neuron act,TLR4 MyD88 comp,STAT1 act,Diaph inh CS,APP 5'UTR act,APP 5UTR inh,FLuc inh counter,FLuc act counter
CCN(CC)C(=O)C1CC(=O)OC12CCCCC2 (centres undefined),0.9,3,0.46,6,97,11,10,-10,-2,1
CCOC(=O)c1sc(NC(=O)COC(=O)CNC(=O)C2CCCCC2)c(C(=O)OCC)c1C,0.9,-31,0.99,-2,101,5,16,-16,-9,1.1
CC1CCCCC1NC(=O)CN1CCC(O)(c2ccc(F)cc2)CC1 (centres undefined),0.9,8,1,9,104,10,13,-13,0,1
Cc1cccc(N2CCN(C(=O)Cn3ccc4ccccc4c3=O)CC2)c1C,0.8,-39,0.81,2,91,18,1,-1,-3,1
CC(C)Cn1c(=O)c(C2=NS(=O)(=O)c3ccccc3N2)c(O)c2ccccc21,x,x,x,-5,95,x,0,0,x,x

# Rows were taken by chance (roughly 5.6% active in at least one column).
